Screens: PubChem, Broad Institute
INS-1E GSIS act = GLuc luminescence reporter in INS-1E cells, primary screen for activators of glucose-dependent secretion of insulin; 0.61% of 370,000 active; INS-1E GLuc reporter insulin secretion, 2-3 h; activation, % at 16.6 µM;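 active = lowest replicate activation of at least 40%, so every replicate reaches that level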;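 also: 0% = median of neutral control wells and 100% = median of IBMX positive control wells; some compounds called inactive have numbers as strong as hits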
CFTR F508del cor = F508del CFTR correction, initial screen, CFBE line, single point; CFBE cells, YFP halide quenching; stimulated with forskolin plus potentiator P3; % fluorescence drop versus neutral controls; 0.36% of 350,000 active; activity (quench increase), % at 7.58 µM;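 active = mean added fluorescence quench of at least 8% versus neutral control, with both replicates also reaching 8%; inconclusive = only one of the mean or replicate conditions met; inactive = mean below 8% and not both replicates reaching 8%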;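 also: cells transiently co-express mutant CFTR-F508del with the halide-sensitive YFP; corrector assay measuring rescue of mutant channel to the surface after 24 h compound exposure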
ARNT TACC3 PPI = disruptors of ARNT/TACC3 protein interaction, primary screen, biochemical, AlphaScreen, single concentration | Transforming acidic coiled-coil-containing protein 3 (Homo sapiens), Q9Y6A5 | AlphaScreen His-ARNT PAS-B/GST-TACC3 binding, luminescence; TACC3 fragment carries E629A point mutation | inhibition, % at 9.99 µM | 0.66% of 390,000 active;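 active = mean inhibition of replicates at least 50% and at least half of replicates each reaching 50%; inconclusive = half or more replicates reach 50% but mean below 50%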;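 also: 0% = complete ARNT plus TACC3 wells and 100% = ARNT alone without TACC3; many hits fall short of the cut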
DENV2 CPE = inhibitors of DENV2 cytopathic effect, primary screen, cell-based, plate reader, single concentration; DENV2-infected cells, cytopathic effect rescue; CPE inhibition, % at 9.99 µM; 1.7% of 350,000 active; AID 651640, 2012; in the data active = CPE inhibition above about 20%, passing the limit was not always enough; inconclusive = no clear call, values can overlap the other calls; tested in BHK-21 cells;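 also: 0% = median of neutral control wells and 100% = median of positive control wells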
XiGFP reactiv = activators of inactive X chromosome reactivation, primary screen, imaging, XiGFP fibroblasts, GFP high-content imaging, set 2; XiGFP mouse fibroblasts, % GFP-positive cells imaging, 3 d; cells co-treated with 5-aza-dC sensitizer; scaled so ellipticine positive control = 100%; activation, % at 7.58 µM; 0.055% of 360,000 active; AID 743238, 2013;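 active = mean normalized replicate activation at least 10% and every replicate at or above 10%; inconclusive = only one of the two criteria met; inactive = mean below 10% and not all replicates reach 10%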;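 also: 0% = median of on-plate neutral control wells and 100% = ellipticine 6 µM median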
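Material: XiGFP fibroblasts, SV40-immortalized; Buffer or medium: DMEM containing 5-aza-dC; Compound dosing: single point; Times: 3 days compound exposure.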
PAX8 inh HTS = inhibitors of PAX8-driven TPO luciferase reporter, primary screen, RMG-I cells, single concentration. SteadyGlo, 24 h. AID 652154, 2013. 1.2% of 360,000 active. inhibition, % at 12.6 µM;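 active = mean replicate inhibition at least 60% with every replicate also reaching 60%; inconclusive = only one of the two criteria is met; inactive = mean below 60% and not all replicates reaching 60%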;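 also: luciferase light reporting Pax8 driven TPO promoter activity; plate controls were median of neutral control wells for no effect and mitoxantrone controls for full effect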
EWS-Fli inh = EWS/Fli-driven NR0B1 reporter inhibitors, primary screen, A673 cells, NR0B1 luciferase, luminescence, MLPCN library. inhibition, % at 12.6 µM. viability-normalised. 0.67% of 350,000 active;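 active = mean inhibition of at least 50% after viability correction, with every replicate also passing that limit; inconclusive = mean reaches 50% but only one of two replicates passes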;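 also: firefly luciferase signal divided by Alamar Blue viability fluorescence both relative to DMSO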
ERp5 inh = inhibitors of ERp5-driven insulin aggregation, primary screen, biochemical, turbidity, absorbance 650 nm, single point; AID 651711, 2012; inhibition, % at 9.99 µM; 0.05% of 350,000 active; 90 min;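 active = mean replicate inhibition above about 25%, with every replicate also reaching it, limit read from the data, passing the limit was not always enough; inconclusive = only one of those two criteria met; inactive = neither criterion met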
Target sequence (Q15084 whole entry, looked up): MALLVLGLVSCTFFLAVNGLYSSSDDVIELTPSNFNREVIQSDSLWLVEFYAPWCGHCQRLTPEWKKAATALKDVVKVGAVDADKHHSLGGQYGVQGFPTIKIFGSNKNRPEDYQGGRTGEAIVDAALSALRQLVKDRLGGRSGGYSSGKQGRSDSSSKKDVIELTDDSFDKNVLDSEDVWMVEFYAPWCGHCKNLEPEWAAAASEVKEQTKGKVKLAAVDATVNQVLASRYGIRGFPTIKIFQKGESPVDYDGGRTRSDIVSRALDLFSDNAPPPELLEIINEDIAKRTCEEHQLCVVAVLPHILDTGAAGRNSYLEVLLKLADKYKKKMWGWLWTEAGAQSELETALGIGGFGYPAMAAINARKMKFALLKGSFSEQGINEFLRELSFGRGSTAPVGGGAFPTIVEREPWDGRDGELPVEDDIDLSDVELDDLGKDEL
* marks the source's active call; other numbers are inactive results.

`CN1/C(=C\C(=O)c2cccs2)C(C)(C)c2ccccc21` gave INS-1E GSIS act -25.3, ARNT TACC3 PPI -35.5, XiGFP reactiv -0.3 and PAX8 inh HTS -28.2.
COc1ccc(C#Cc2ccc([C@@H]3[C@@H](CO)N4CCCCN(S(=O)(=O)c5cn(C)cn5)C[C@H]34)cc2)cc1 was read as INS-1E GSIS act -9.8, CFTR F508del cor -2.0, ARNT TACC3 PPI 34.1, DENV2 CPE 43.2*, XiGFP reactiv 0.1, PAX8 inh HTS -1.5, EWS-Fli inh -20.5 and ERp5 inh -1.8.
Screening CCOC(=O)N1CCc2c(sc3nc(SC(C)C)n(N)c(=O)c23)C1 returned INS-1E GSIS act -31.5, ARNT TACC3 PPI -0.9, XiGFP reactiv 0.4 and PAX8 inh HTS 14.5.
Screening CCc1cccc(C)c1NC(=O)C1CCCN1C(=O)NCc1ccccc1 (configuration not stated) returned INS-1E GSIS act 1.2, CFTR F508del cor 0.1, ARNT TACC3 PPI 3.5, DENV2 CPE 0.1, XiGFP reactiv 0.3, PAX8 inh HTS 2.8, EWS-Fli inh 3.8 and ERp5 inh 0.2.
CCCc1cc(C(=O)NC(C)C2CCCO2)cs1 (configuration not stated) was read as INS-1E GSIS act 1.4, CFTR F508del cor -3.7, ARNT TACC3 PPI 0.2, DENV2 CPE 12.5, XiGFP reactiv 0.0, PAX8 inh HTS -62.2, EWS-Fli inh -33.9 and ERp5 inh 1.9.
`Cc1cc2nc(C3CCCCC3)c(Cc3cccc(F)c3)n2c(C)c1Br` gave INS-1E GSIS act -3.1, CFTR F508del cor 2.6, DENV2 CPE 3.7, XiGFP reactiv 0.0, PAX8 inh HTS 4.5, EWS-Fli inh 13.1 and ERp5 inh 1.7.
Screening COCC#Cc1ccc2c(c1)O[C@H](CN(C)C(=O)C1CCC1)[C@H](C)CN([C@@H](C)CO)S2(=O)=O returned INS-1E GSIS act 0.7, CFTR F508del cor -2.0, ARNT TACC3 PPI -6.0, DENV2 CPE 3.7, XiGFP reactiv -0.8, EWS-Fli inh 3.3 and ERp5 inh 5.3.
O=C(c1cc(-c2ccc(O)cc2)on1)N1CCOCC1 was read as INS-1E GSIS act -4.3, CFTR F508del cor -0.3, ARNT TACC3 PPI -5.5, DENV2 CPE 8.9, XiGFP reactiv -0.1, PAX8 inh HTS -131.4, EWS-Fli inh -41.1 and ERp5 inh 0.8.
For [O-]/C(=C(\C(=S)Nc1cccc2ccccc12)[n+]1ccccc1)c1cccs1 the results were INS-1E GSIS act -1.4, CFTR F508del cor 1.9, ARNT TACC3 PPI -2.2, DENV2 CPE -0.5, XiGFP reactiv 0.0, PAX8 inh HTS 23.8, EWS-Fli inh -9.5 and ERp5 inh 2.7.
COc1cccc(NC(=O)N2C[C@@H](O)COC[C@H]3O[C@H](CC(=O)NCc4ccccc4F)CC[C@@H]32)c1 was read as INS-1E GSIS act 28.5, CFTR F508del cor 0.9, ARNT TACC3 PPI 6.8, DENV2 CPE -0.6 and XiGFP reactiv -0.1.
O=C(Nc1ccc(F)cc1F)c1cccc(C(=O)Nc2ccc(F)cc2F)n1 was read as INS-1E GSIS act 5.8, CFTR F508del cor -2.4, DENV2 CPE 15.0, XiGFP reactiv -0.1, PAX8 inh HTS -2.7, EWS-Fli inh -1.2 and ERp5 inh -3.2.
COC(CNC(=O)c1cc(S(=O)(=O)N2CCc3ccccc32)ccc1F)OC was read as INS-1E GSIS act -4.4, CFTR F508del cor 1.9, ARNT TACC3 PPI -3.1, DENV2 CPE 1.9, XiGFP reactiv 0.3, PAX8 inh HTS 20.3, EWS-Fli inh -4.9 and ERp5 inh 0.4.
For Cc1ccccc1S(=O)(=O)N1CC[C@@H]2[C@H](CO)Nc3ccc(-c4cccc(F)c4)cc3[C@@H]21 the results were INS-1E GSIS act 6.0, CFTR F508del cor 3.9, ARNT TACC3 PPI 3.3, DENV2 CPE -5.9, XiGFP reactiv 0.0, PAX8 inh HTS 114.0*, EWS-Fli inh 5.0 and ERp5 inh -3.9.
CCCCCC(=O)Nc1cc(S(=O)(=O)O)cc2cc(S(=O)(=O)O)cc(O)c12 was read as INS-1E GSIS act -3.5, CFTR F508del cor -1.3, ARNT TACC3 PPI -5.0, DENV2 CPE -16.2, XiGFP reactiv 0.0, PAX8 inh HTS 10.5, EWS-Fli inh 7.8 and ERp5 inh 5.0.
COc1ccc(N2C(=O)C3CCCN3C2c2ccccc2Cl)cc1 (configuration not stated) was read as INS-1E GSIS act 1.8, CFTR F508del cor 1.2, ARNT TACC3 PPI 4.4, DENV2 CPE inconclusive, XiGFP reactiv 0.0, PAX8 inh HTS -19.6, EWS-Fli inh -10.6 and ERp5 inh -1.2.
`C[C@H]1CN([C@@H](C)CO)C(=O)Cc2cc(NC(=O)Cc3cn(C)c4ccccc34)ccc2O[C@H]1CN(C)C(=O)Nc1ccccc1` gave INS-1E GSIS act -1.5, CFTR F508del cor 2.5, ARNT TACC3 PPI -2.9, DENV2 CPE 4.6, XiGFP reactiv 0.0, PAX8 inh HTS 14.3, EWS-Fli inh -5.4 and ERp5 inh 0.4.
`Cc1cc(C)n2c(SCC(=O)NC3CCCC(C)C3C)nnc2n1` (configuration not stated) gave INS-1E GSIS act 4.6, CFTR F508del cor -0.7, ARNT TACC3 PPI -2.1, DENV2 CPE -2.3, XiGFP reactiv 0.0, PAX8 inh HTS -3.9, EWS-Fli inh -1.4 and ERp5 inh 1.7.
O=C(C1COc2ccccc2O1)N1CCN(c2ccc(F)cc2)CC1 (configuration not stated) was read as INS-1E GSIS act 18.8, CFTR F508del cor 1.1, ARNT TACC3 PPI 24.5, EWS-Fli inh 4.1 and ERp5 inh -5.9.
`CCCNC(=O)C[C@@H]1C[C@H]2c3cc(NS(=O)(=O)c4ccc(F)cc4)ccc3O[C@H]2[C@H](CO)O1` gave INS-1E GSIS act 5.1, CFTR F508del cor -2.8, ARNT TACC3 PPI -3.3, DENV2 CPE 4.6, XiGFP reactiv 0.0, PAX8 inh HTS -10.1, EWS-Fli inh 5.6 and ERp5 inh 6.5.
Screening COc1ccc(S(=O)(=O)N(C)C[C@@H]2Oc3ccc(NC(=O)Nc4ccc(C(F)(F)F)cc4)cc3CC(=O)N([C@H](C)CO)C[C@H]2C)cc1 returned INS-1E GSIS act 15.2, CFTR F508del cor 0.6, ARNT TACC3 PPI -0.9, DENV2 CPE -11.1, XiGFP reactiv -0.4, PAX8 inh HTS 0.3, EWS-Fli inh -16.9 and ERp5 inh -2.8.
O=c1[nH][nH]c2c1C(c1ccc(Cl)c(Cl)c1)OC(CCc1ccccc1)C2 (configuration not stated) was read as INS-1E GSIS act 56.5*, CFTR F508del cor 7.0, DENV2 CPE inconclusive, XiGFP reactiv 0.1, PAX8 inh HTS 17.8, EWS-Fli inh -8.4 and ERp5 inh -7.9.
Screening CC(Oc1cccc(Br)c1)C(=O)Nc1cccc(S(=O)(=O)N2CCOCC2)c1 (configuration not stated) returned INS-1E GSIS act -22.7, CFTR F508del cor 4.2, ARNT TACC3 PPI 20.7, DENV2 CPE -2.0, XiGFP reactiv 0.1, PAX8 inh HTS 15.1, EWS-Fli inh 16.2 and ERp5 inh 2.2.
C[C@@H]1CN([C@H](C)CO)C(=O)c2cc(/C=C/c3ccccc3)cnc2O[C@H]1CN(C)C(=O)Nc1ccc(C(F)(F)F)cc1 was read as INS-1E GSIS act -8.7, CFTR F508del cor 4.2, ARNT TACC3 PPI 7.6, DENV2 CPE 7.2, XiGFP reactiv -1.3, EWS-Fli inh -1.0 and ERp5 inh 8.5.
O=C(Nc1cc(Cl)ccc1-n1cncn1)c1ccc(Br)o1 was read as INS-1E GSIS act 14.5, CFTR F508del cor -4.2, ARNT TACC3 PPI 8.6, DENV2 CPE -0.5, XiGFP reactiv -0.1, PAX8 inh HTS 25.6, EWS-Fli inh -0.3 and ERp5 inh 2.7.
Screening CCOc1ccccc1NC(=O)C(=O)NCCC1=CCCCC1 returned INS-1E GSIS act 17.0, CFTR F508del cor 0.9, ARNT TACC3 PPI -7.1, DENV2 CPE 10.4, XiGFP reactiv 0.2, PAX8 inh HTS -16.7, EWS-Fli inh 2.6 and ERp5 inh 1.3.
For N#C[C@H]1[C@@H](c2ccccc2C2=CCCCC2)[C@H](CO)N1C(=O)c1cccc(F)c1 the results were INS-1E GSIS act -23.7, CFTR F508del cor 1.8, DENV2 CPE -0.8, XiGFP reactiv 0.0, EWS-Fli inh -4.4 and ERp5 inh 0.8.
`COc1ccccc1CNC(=O)COC(=O)c1nccnc1N` gave INS-1E GSIS act -4.6, CFTR F508del cor -0.6, ARNT TACC3 PPI 6.7, DENV2 CPE 13.4, XiGFP reactiv 0.1, EWS-Fli inh 5.6 and ERp5 inh 9.7.
`CC(C)(C)c1nc2ccc(NS(=O)(=O)c3ccc(F)c(F)c3F)cc2[nH]1` gave INS-1E GSIS act 4.7, CFTR F508del cor -1.9, ARNT TACC3 PPI -3.6, DENV2 CPE 9.1, XiGFP reactiv 0.0, PAX8 inh HTS 7.0, EWS-Fli inh -3.5 and ERp5 inh 4.1.
CCCC(=O)N1CC(=O)Nc2ccc(F)cc2C1c1ccccc1 (configuration not stated) was read as INS-1E GSIS act -4.7, CFTR F508del cor -3.2, ARNT TACC3 PPI -8.7, DENV2 CPE 4.7, XiGFP reactiv 0.3, PAX8 inh HTS -10.0, EWS-Fli inh -7.0 and ERp5 inh 4.9.
Screening CN1C(=O)c2cc(NC(=O)c3cccs3)ccc2OC[C@H]2O[C@H](CC(=O)N3CCCCC3)CC[C@H]21 returned INS-1E GSIS act -10.7, CFTR F508del cor -2.5, ARNT TACC3 PPI -6.6, DENV2 CPE 2.1, XiGFP reactiv 0.4, PAX8 inh HTS 2.3, EWS-Fli inh 5.1 and ERp5 inh 0.9.
Screening Cc1cc(O)c(-c2ccno2)cc1Cl returned INS-1E GSIS act -22.5, ARNT TACC3 PPI -5.8, XiGFP reactiv 0.6 and PAX8 inh HTS -14.8.
Screening COc1ccccc1-c1ccc([C@H]2[C@@H](CO)N(C(C)=O)C23CN(C(C)=O)C3)cc1 returned INS-1E GSIS act 13.9, CFTR F508del cor 1.0, DENV2 CPE -9.8, XiGFP reactiv 0.0 and ERp5 inh -3.0.
For COc1ccc(CCN(C)Cc2cccc3ccccc23)cc1OC the results were CFTR F508del cor 7.1, ARNT TACC3 PPI -4.9, DENV2 CPE -9.1, XiGFP reactiv 0.3, PAX8 inh HTS 19.0, EWS-Fli inh 0.4 and ERp5 inh 7.2.
Screening CN1C(=O)c2cc(NC(=O)C3CCC3)ccc2OC[C@H]2O[C@H](CC(=O)NCC3CCCCC3)CC[C@H]21 returned INS-1E GSIS act -21.3, CFTR F508del cor -0.2, DENV2 CPE inconclusive, XiGFP reactiv 0.1, PAX8 inh HTS 9.2, EWS-Fli inh -2.3 and ERp5 inh 3.3.
